Hep lipid drop: hepatic lipid droplet formation modulation; AML12 mouse hepatocytes, oleate lipid droplets, BODIPY imaging; inhibition, % at 6.5 µM; 240,000 tested, 0.4% active; AID 1656;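 active = lipid droplet intensity inhibited by at least 50%, with more than 500 cells counted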
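Material – mouse AML12 hepatocyte cell line, fixed after treatment · Compound dosing – one dose, 6.5 µM compound · Times – compound with oleate, overnight · Measured by – Image-based BODIPY and DAPI two-channel analysis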
Insulin prom up: MIN6 insulin promoter up-regulation. z-score at 5 µM. MIN6 insulin promoter-GFP reporter, high-content imaging; active compounds read high. 190,000 tested, 0.3% active;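 active = z-score above 3 at 5 µM with at least 500 cells counted in the well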
NOD2 inhibition: inhibition of NOD2-driven NF-kB reporter – cell-based, luminescence, uHTS, HEK293 (AID 1566) | HEK293 NOD2/NF-kB luciferase reporter, luminescence; higher % means a stronger effect | inhibition, % at 4 µM; hits with a dose series show EC50 in µM | 290,000 tested, 0.63% active; in the data active = inhibition above about 50%; note: many of its hits are not listed in these tables
bCat nuc transl: modulators of beta-catenin nuclear translocation; HeLa beta-catenin nuclear translocation, immunofluorescence imaging; 190,000 tested, 0.3% active; nuclear translocation activity, % at 5 µM;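 active = nuclear translocation activity above 50% at 5 µM, with a well cell count of 50 or more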;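 note: per-cell ratio of nuclear to cytoplasmic median beta-catenin stain intensity; plate controls were DMSO negative control for no effect and GSK-3 inhibitor IX positive control for full effect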
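assay system = human HeLa cells, endogenous beta-catenin | times = compound treatment 24 h, 37°C, 5% CO2 | detection = Anti-beta-catenin immunofluorescence on PFA-fixed, Triton-permeabilized cells, DAPI nuclei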
WT yeast gro inh: growth inhibition of WT yeast, mitochondrial fusion screen; inhibition, % at 10 µM; 190,000 tested, 2.1% active; mitochondrial fusion phenotypic screen, WT strain; in the data active = inhibition above about 58%; tested in S. cerevisiae
Autophagy HCS: autophagy modulation, high-content screen; calls only at 10 µM (by protocol); AID 463193; 190,000 tested, 0.98% active; MEF GFP-LC3 puncta imaging; test concentration mostly 10 µM;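 active = percentage of spot-positive cells more than 3 SD above its plate mean, without a fluorescence outlier flag or 80% toxicity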;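 note: spot-positive cell cutoff set from DMSO-treated cells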
Yfh1-off respiration: enhancers of respiration in Yfh1-depleted yeast, dose response, Friedreich's ataxia, plus single-dose screen (AID 1465). S. cerevisiae Yfh1-off respiration, WST-1 reduction, 72 h; higher fold induction means a stronger effect. fold induction at 50 µM, or EC50 in µM where a hit was titrated. 220,000 tested, 0.074% active;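 active = fold induction of absorbance versus untreated yeast above a set limit, then at least 30% activation at any dose in follow-up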;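 note: activators that raise dye reduction in frataxin-depleted yeast; strong numbers were not always called active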
MT stabilize HCS: microtubule stabilizers in HeLa cells. HeLa tubulin immunostaining HCS, 24 h; share of cells brighter than vehicle mean+2SD. % tubulin-high responders, % at 10 µM. 200,000 tested, 0.83% active. AID 2205;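 active = plate Z-score above 3 for both tubulin-high and condensed-nucleus cell shares, with cell loss under 80%, at 10 µM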;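 note: anti alpha tubulin signal scored within the nucleus-defined area of each cell; some results filed as inactive read as strong as hits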
Dynein transport: dynein cargo transport inhibition; 3617.4 mouse cells, GR-EGFP nuclear translocation imaging; test concentration mostly 20 µM; stimulated with dexamethasone, 1 µM; active compounds read low; z-score, hits read low; 220,000 tested, 0.47% active; AID 1381;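 active = plate z-score of nuclear minus cytoplasmic receptor signal below a set negative limit, without overly bright fluorescence or cell loss, cut at about -3.5 in these data, passing the limit was not always enough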;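 note: z-score of nuclear minus cytoplasmic ring GR-EGFP intensity difference per well; some compounds called inactive have numbers as strong as hits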
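Schedule: 48 h induction, then 1 h compound, then 30 min agonist, 37 °C. Buffer or medium: tetracycline-free induction medium containing charcoal-stripped FBS. Reagent: 1.0 µM final dexamethasone stimulus. Evaluation: nuclear versus cytoplasmic GR-EGFP signal, averaged per well. Signal: high-content fluorescence imaging after fixation.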
WT yeast gro inh mutant strain: recorded beside WT yeast gro inh, whose call it bears; inhibition, %; mitochondrial fusion phenotypic screen, mutant strain inhibition
Dynein transport cytoplasmic EGFP: recorded beside Dynein transport, whose call it bears; z-score; measured here: cytoplasmic GR-EGFP intensity; active compounds read high
Dynein transport nuclear GR-EGFP: also measured in Dynein transport; calls as there; z-score; measured here: nuclear GR-EGFP intensity;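 lower value marks the stronger effect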
Dynein transport cell count: further read-out of Dynein transport, marked with its call; z-score; measured here: cell count per field
Insulin prom up cell count: further read-out of Insulin prom up, marked with its call; cell count; measured here: cytotoxicity, nuclei count;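 total cells summed across four imaged fields per well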
Hep lipid drop cells 6.5 µM: further read-out of Hep lipid drop, marked with its call; cell count; measured here: cell count, cytotoxicity flag;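 cells counted across two imaged fields per well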
bCat nuc transl cell count 5 µM: recorded beside bCat nuc transl, whose call it bears; cell count; measured here: cell count, cytotoxicity flag
MT stabilize HCS Hoechst-high %: further read-out of MT stabilize HCS, marked with its call; % Hoechst-high responders; measured here: nuclear condensation Hoechst responders;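 share of cells brighter than vehicle mean plus two SD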
MT stabilize HCS cytotoxicity %: recorded beside MT stabilize HCS, whose call it bears; toxicity, %; measured here: cytotoxicity by cell density;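 0% = mean cell density of plate MIN control wells and 100% = no cells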
Autophagy HCS cell loss 18 h: further read-out of Autophagy HCS, marked with its call; toxicity, %; measured here: cell loss, nuclei count;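 cell loss after 18 h compound exposure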
An asterisk follows results filed as active; i = inactive; . = not tested or not shown. The list is partial; count on the stated rates, not on these rows.

SMILES	Hep lipid drop	Hep lipid drop cells 6.5 µM	Insulin prom up	Insulin prom up cell count	NOD2 inhibition	bCat nuc transl	bCat nuc transl cell count 5 µM	WT yeast gro inh	WT yeast gro inh mutant strain	Autophagy HCS	Autophagy HCS cell loss 18 h	Yfh1-off respiration	MT stabilize HCS	MT stabilize HCS Hoechst-high %	MT stabilize HCS cytotoxicity %	Dynein transport	Dynein transport cytoplasmic EGFP	Dynein transport nuclear GR-EGFP	Dynein transport cell count
COc1ccc(OC2C(=O)N(c3ccc(C)c(C)c3)C2c2ccc(OC)c(OC)c2)cc1 (stereo not drawn)	4.9	617	-0.86	1558	-7.3%	1.0	1144	2.2	-2.4	i	-2.8	i	2.1	3.3	4.7	-0.705	-0.341	-0.626	1.13
O=C(NCCc1ccccc1)C1CCCN1C(=O)NCc1ccccc1 (stereo not drawn)	.	.	-0.63	1266	-9.8%	1.7	1204	-2.3	11.0	i	9.0	i	4.0	2.4	5.9	-0.379	-0.205	0.131	1.31
COc1ccc(C(=O)NCC(=O)OCC(=O)NC(=O)NC2CCCCC2)cc1OC	.	.	0.15	1339	-22.0%	-3.3	972	-5.7	-13.7	.	.	i	2.2	2.0	6.8	-0.265	-0.203	0.176	0.155
CN(CC(O)CON=C1c2ccccc2-c2ccccc21)S(=O)(=O)c1ccc(Br)cc1 (stereo not drawn)	-0.3	636	-0.68	1390	13.5%	1.3	1062	46.1	3.0	i	-0.4	i	10.0	2.0	13.4	1.45	0.101	0.95	0.173
CCOC(=O)N/N=C/c1ccc(F)cc1	.	.	0.75	1198	-6.5%	-3.9	1527	4.2	-0.9	i	11.6	i	2.8	1.6	8.6	0.301	-0.179	0.479	0.527
CCn1cc(C(=O)NCCCN2CCCC2)c(=O)c2cc(S(=O)(=O)N3CCc4ccccc4C3)ccc21	-0.7	714	-0.13	1257	11.1%	-1.8	1174	0.0	3.5	i	-5.3	i	3.3	1.9	1.1	0.187	-0.248	-0.241	1.39
CC(C)(C)n1nnnc1C(c1cccnc1)N(Cc1ccccc1)Cc1cccs1 (stereo not drawn)	.	.	-0.54	1314	1.7%	-2.3	1352	81.4*	25.6*	i	4.2	i	2.8	1.7	6.4	-1.13	-0.124	-0.375	0.213
CC(=O)N1CCCc2cc(S(=O)(=O)CCC(=O)N3CCN(c4ccccc4)CC3)ccc21	.	.	0.05	837	4.0%	.	.	-2.2	-6.1	i	12.6	i	2.3	2.2	9.1	0.265	-0.148	0.202	0.251
CCn1c(C)cc(/C=C2/NC(=O)N(Cc3ccccc3F)C2=O)c1C	4.2	719	0.35	1415	-2.3%	-2.7	563	-0.3	-11.0	i	3.4	i	2.1	2.5	8.2	-0.341	0.525	-0.392	0.65
CCn1c(SC)nnc1-c1sc2cc(Cl)ccc2c1Cl	-4.7	770	0.31	1219	-6.5%	.	.	35.1	44.8	i	32.8	i	3.4	2.4	1.1	2.11	-0.238	1.14	-1.08
Cc1cccc(Nc2n[nH]c(=S)s2)c1C	.	.	-0.63	1591	-12.3%	-0.5	1357	18.8	23.5	i	-0.6	i	3.5	2.8	6.8	-1.24	-0.128	-0.233	0.98
CC(C)OC(=O)C1=C2SCC(=O)N2C(N)=C(C#N)C1	.	.	0.5	1544	1.6%	1.0	1419	33.5	-1.5	i	-8.5	i	2.6	1.6	2.2	0.109	-0.249	-0.855	0.527
CNC(=O)CN1C(=O)c2ccccc2S1(=O)=O	.	.	-1.41	999	24.3%	.	.	12.2	-7.8	i	-7.7	i	6.2	3.4	3.6	0.982	-0.225	0.864	-0.109
COc1ccc(N2CCN(C(=O)c3ccc(COc4ccc5c(C)cc(=O)oc5c4)cc3)CC2)cc1	-3.4	707	-0.11	1228	7.3%	-2.9	545	25.0	26.0	i	0.4	i	5.5	2.1	4.9	-0.635	0.0654	0.232	0.608
COc1ccc(S(=O)(=O)N2CCCC2C(=O)Nc2nnc(-c3cccnc3)s2)cc1 (stereo not drawn)	.	.	1.58	1185	-17.8%	0.6	751	14.1	-4.2	i	13.4	i	10.0	2.3	13.5	0.0533	-0.319	0.0741	-0.428
CCCC(=O)Nc1ccccc1NC(=O)C1CCCCC1	4.7	792	0.85	1330	3.2%	0.7	1014	3.1	9.0	i	0.9	i	3.5	2.1	3.1	-0.161	-0.272	-0.454	0.846
O=C(O)c1cc(S(=O)(=O)Nc2ccccc2C(=O)O)ccc1O	.	.	0.44	1635	12.4%	-0.7	1366	0.1	19.3	i	7.5	i	4.1	1.6	13.6	0.298	-0.352	0.295	0.255
CCN(CC)CCN(C(=O)Cn1nnc(-c2ccc(OC)c(OC)c2)n1)C(C(=O)NC1CCCC1)c1ccc(F)cc1 (stereo not drawn)	4.1	759	0.19	850	13.9%	-1.0	1177	-13.9	-1.1	i	5.2	i	1.5	1.1	6.0	-0.000208	-0.302	0.0488	-0.548
Cc1cc(/C=C2/SC(=O)N(CC(=O)N3CCOCC3)C2=O)c(C)n1-c1ccccc1F	1.5	646	-0.27	1455	15.9%	-0.4	1217	-2.3	11.5	i	11.8	i	2.1	2.7	4.1	-0.0486	-0.253	0.123	0.26
COCCNC(=O)C(c1ccc(Cl)cc1)N(CCOC)C(=O)CCC(=O)Nc1nccs1 (stereo not drawn)	-49.9	570	0.22	1543	-4.2%	-0.2	1470	-16.0	1.7	i	8.8	i	4.1	1.8	6.5	1.02	-0.103	0.985	-1.37
O=C(c1cc2cc(Br)cc(Br)c2oc1=O)N1CCCc2ccccc21	.	.	0.84	928	-24.4%	.	.	-11.1	-10.0	i	1.8	i	1.7	2.6	7.5	-0.022	-0.0905	0.243	-0.721
CCCC(=O)Nc1c(-c2ccccc2OC)c(=O)c2ccccc2n1C	-29.2	691	-0.18	1223	10.5%	-1.4	1024	.	.	.	.	i	.	.	.	0.334	-0.182	0.125	0.0661
CCC1NC(=S)NC(C)=C1C(=O)c1ccccc1 (stereo not drawn)	-7.5	778	.	.	17.6%	2.6	510	3.9	13.8	i	3.2	i	1.6	2.0	1.6	1.21	-0.343	0.157	-0.781
COc1ccc(S(=O)(=O)N2CCC(C(=O)c3ccc4c(c3)OCCO4)CC2)cc1	15.0	716	.	.	23.0%	-6.6	506	-10.0	18.4	i	-3.2	i	1.4	0.4	14.2	-0.794	-0.225	-0.246	0.35
Cc1c(/C(O)=C2\C(=O)C(=O)N(CCN(C)C)C2c2cccnc2)cnn1-c1ccccc1 (stereo not drawn)	.	.	0.94	1381	20.4%	-0.9	840	-12.5	-36.7	i	1.9	i	3.3	2.1	15.3	-0.501	-0.386	-0.638	0.143

(more compounds)
SMILES	Hep lipid drop	Hep lipid drop cells 6.5 µM	Insulin prom up	Insulin prom up cell count	NOD2 inhibition	bCat nuc transl	bCat nuc transl cell count 5 µM	WT yeast gro inh	WT yeast gro inh mutant strain	Autophagy HCS	Autophagy HCS cell loss 18 h	Yfh1-off respiration	MT stabilize HCS	MT stabilize HCS Hoechst-high %	MT stabilize HCS cytotoxicity %	Dynein transport	Dynein transport cytoplasmic EGFP	Dynein transport nuclear GR-EGFP	Dynein transport cell count
O=C(O)C(Oc1ccc2c3c(c(=O)oc2c1)CCC3)c1ccccc1 (stereo not drawn)	-5.4	774	0.24	1297	-1.3%	.	.	.	.	i	1.7	i	2.6	1.5	2.2	1.14	-0.235	1.08	-1.37
Cc1cc(C)c(S(=O)(=O)N2CCN=C2c2ccccc2)cc1C	-11.0	769	.	.	8.3%	.	.	5.6	8.5	i	-2.1	i	3.0	1.4	10.9	-0.739	-0.22	-0.217	0.35
CC(=O)c1cccc(NC(=O)NC2CC3CCCC(C2)N3CC(C)C)c1 (stereo not drawn)	-1.4	734	0.55	1250	15.7%	-3.9	1212	-10.1	0.7	i	-2.7	i	3.7	2.8	4.6	0.162	-0.249	0.0947	0.991
CCOC(=O)C(=NC1CCS(=O)(=O)C1)NNc1ccc(Br)cc1 (stereo not drawn)	4.4	679	0.3	1537	-110.2%	2.5	1101	58.9*	52.1*	i	12.5	i	2.0	2.6	3.5	-1.23	-0.218	-0.671	1.3
CN(C)c1ccc(C(=O)c2ccccc2C(=O)O)c(O)c1	.	.	2.12	1239	-2.0%	-5.9	805	7.7	5.0	i	10.8	i	2.0	3.2	2.9	-0.0247	-0.136	0.385	0.127
Cc1cc(N/C=C(\C#N)S(=O)(=O)c2ccc(Cl)cc2)nc(C)n1	11.1	709	0.08	1462	17.0%	0.9	1276	.	.	.	.	i	.	.	.	-0.355	-0.00792	-0.463	0.551
OC1CCNC(=S)N1c1ccccc1 (stereo not drawn)	-1.8	698	-0.32	1151	5.3%	0.3	1075	1.6	-4.6	i	5.6	i	3.0	2.3	4.0	0.252	-0.0915	0.272	-0.0709
Cc1cc(NC(=O)CCN2CCC(C(N)=O)CC2)ccc1Br	2.4	826	0.81	980	5.8%	-5.2	1032	-8.1	-14.2	i	0.4	i	0.7	1.0	7.5	2.54	0.157	1.93	-1.83
CN1CCN(c2ccc(CNS(=O)(=O)c3cccc(F)c3)cc2)CC1	-20.1	744	-0.17	1531	18.3%	4.6	1088	.	.	.	.	i	.	.	.	-0.0405	-0.293	-0.0631	1.42
CC[C@@H](C)[C@@H](C(=O)N1CCN(C(=O)OC(C)(C)C)CC1)n1cc(CCCN=C(NC(=O)OC(C)(C)C)NC(=O)OC(C)(C)C)nn1	-10.3	702	1.16	1421	4.2%	0.0	1196	15.1	7.4	i	21.4	i	2.2	1.5	8.7	-0.206	-0.254	0.161	0.0326
O=C(NCC1CCCO1)C1CCN(C2CCN(C(=O)C3CCCCC3)CC2)CC1 (stereo not drawn)	13.4	736	0.31	1476	7.9%	-3.6	1099	-18.0	-19.9	i	-11.3	i	3.7	1.5	4.4	-0.434	0.133	-0.183	0.252
